# Lipid droplet – hepatic lipid droplet formation modulation; AML12 mouse hepatocytes, oleate lipid droplets, BODIPY imaging; inhibition, % at 6.5 µM; hit rate 0.4% among 240,000; AID 1656;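 active means lipid droplet intensity inhibited by at least 50%, with more than 500 cells counted; inconclusive means wells with under 300 cells, treated as cytotoxic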
#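 Assay system: AML12 hepatocytes (mouse) / Also added: 100 µM oleic acid challenge / Times: overnight treatment with compound plus oleate / Detection: high-content imaging of BODIPY-stained droplets and DAPI nuclei / Evaluation: % inhibition of lipid droplet signal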
# Ins promoter up – MIN6 insulin promoter up-regulation; MIN6 insulin promoter-GFP reporter, high-content imaging; stronger effect = higher value; AID 1625; z-score at 5 µM; hit rate 0.3% among 190,000;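 active means z-score above 3 at 5 µM with at least 500 cells counted in the well; inconclusive means wells under 500 cells, flagged as cytotoxic or low count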
# ER stress rescue – rescue of cells from ER stress-induced death, primary screen, 384-well, CSM14.1, thapsigargin, ATP luminescence (AID 1222); CSM14.1 thapsigargin-induced death rescue, ATP luminescence; higher % means a stronger effect; cellular ATP content (survival), % at 20 µM, or EC50 in µM where a hit was titrated; 190,000 tested, under 10 active;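 active means EC50 below 50 µM in the dose-response confirmation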;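 further: death triggered by thapsigargin at about 15 µM added after 2 h compound pretreatment; cell ATP read after overnight thapsigargin exposure of roughly 18 to 22 hours; normalized against plate controls of thapsigargin alone and 5% DMSO vehicle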
# Dynein transport – dynein cargo transport inhibition; 3617.4 mouse cells, GR-EGFP nuclear translocation imaging; test concentration mostly 20 µM; stimulated with dexamethasone, 1 µM; stronger effect = lower value; hit rate 0.47% among 220,000; z-score, hits read low;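 active means plate z-score of nuclear minus cytoplasmic receptor signal below a set negative limit, without overly bright fluorescence or cell loss, cut at about -3.5 in these data, passing the limit was not always enough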;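 further: z-score of nuclear minus cytoplasmic ring GR-EGFP intensity difference per well; some compounds called inactive have numbers as strong as hits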
#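 Buffer or medium: tet-free, stripped-serum medium; reagent: dexamethasone at 1.0 µM final, 30 min; incubation: 48 h induction, 1 h compound, 30 min dex at 37 °C; measured by: formaldehyde fixation, Hoechst nuclear stain, 10x automated fluorescence imaging; read-out: nuclear-to-cytoplasmic GR-EGFP distribution per well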
# MT stabilize HCS – microtubule stabilizers in HeLa cells; hit rate 0.83% among 200,000; HeLa tubulin immunostaining HCS, 24 h; share of cells brighter than vehicle mean+2SD; % tubulin-high responders, % at 10 µM;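 active means plate Z-score above 3 for both tubulin-high and condensed-nucleus cell shares, with cell loss under 80%, at 10 µM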;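 further: anti alpha tubulin signal scored within the nucleus-defined area of each cell; some results filed as inactive read as strong as hits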
# T cell HTS – T cell immune modulation candidate | hit rate 0.068% among 330,000 | calls only at 7 µM | 2C CD8+ T cell-vesicle binding, flow cytometry; stronger effect = lower value;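 active means response, share of CD8 T cells binding vesicles, and their 90th percentile fluorescence all below set limits, cut at about 80% in these data, passing the limit was not always enough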
#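 Test system: purified 2C TCR transgenic mouse naive CD8+ T cells. Probe or stimulus: QL9-peptide-loaded Drosophila micro-vesicles bearing Ld, ICAM-1 and B7-1. Incubation: binding step 1.5 h, 37 °C, antibody labelling 20 min, ice. Measured by: flow cytometry of vesicle-bound cells.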
# Autophagy HCS – modulators of autophagy. hit rate 0.98% among 190,000. calls only at 10 µM (by protocol). MEF GFP-LC3 puncta imaging; test concentration mostly 10 µM;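 active means percentage of spot-positive cells more than 3 SD above its plate mean, without a fluorescence outlier flag or 80% toxicity; inconclusive means no clear call, values can overlap the other calls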;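 further: spot-positive cell cutoff set from DMSO-treated cells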
# bCat nuc transl – beta-catenin nuclear translocation modulation; hit rate 0.3% among 190,000; nuclear translocation activity, % at 5 µM; HeLa beta-catenin nuclear translocation, immunofluorescence imaging;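 active means nuclear translocation activity above 50% at 5 µM, with a well cell count of 50 or more; inconclusive means wells under 50 cells across six images, flagged as toxic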;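 further: per-cell ratio of nuclear to cytoplasmic median beta-catenin stain intensity; plate controls were DMSO negative control for no effect and GSK-3 inhibitor IX positive control for full effect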
#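 Assay system: human HeLa cells, native beta-catenin; doses: 5 µM primary, 0.02–20 µM confirmation; incubation: compound treatment 24 h, 37°C, 5% CO2; technique: fluorescence imaging of beta-catenin antibody stain plus DAPI; measure: % activation, nuclear-to-cytoplasmic median beta-catenin signal ratio per cell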
# Salmonella PhoP GFP – inhibitors of PhoP regulon expression, primary screen, Salmonella Typhimurium, GFP reporter (AID 1863). S. Typhimurium PhoP-regulated promoter GFP reporter, 4 h; higher % means a stronger effect. one-dose inhibition, % at 50 µM; IC50 in µM for titrated hits. hit rate 0.16% among 300,000;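 active means inhibition over 29.93%, a cutoff 3 SD above the screen mean, later confirmed by dose response; inconclusive means inhibition over 29.93% but no dose response follow-up; inactive means inhibition at most 29.93% or unconfirmed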;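 further: 0% = low Mg2+ inducing control and 100% = high Mg2+ repressing control; strong numbers were not always called active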
# Dynein transport cytoplasmic EGFP – also measured in Dynein transport; calls as there; z-score; measured here: cytoplasmic GR-EGFP intensity; stronger effect = higher value
# Dynein transport nuclear GR-EGFP – second read-out of Dynein transport, no call of its own (marks repeat the call); z-score; measured here: nuclear GR-EGFP intensity;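 lower value marks the stronger effect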
# Dynein transport cell count – further read-out of Dynein transport, marked with its call; z-score; measured here: cell count per field
# Ins promoter up cell count – second read-out of Ins promoter up, no call of its own (marks repeat the call); cell count; measured here: cytotoxicity, nuclei count;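 total cells summed across four imaged fields per well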
# Lipid droplet cells 6.5 µM – further read-out of Lipid droplet, marked with its call; cell count; measured here: cell count, cytotoxicity flag;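 cells counted across two imaged fields per well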
# bCat nuc transl cell count 5 µM – second read-out of bCat nuc transl, no call of its own (marks repeat the call); cell count; measured here: cell count, cytotoxicity flag
# T cell HTS vesicle-bound % – second read-out of T cell HTS, no call of its own (marks repeat the call); double positive events, %; measured here: CD8+ vesicle-bound cell fraction;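 binding gate set so that unloaded-vesicle control wells show 10% double positive cells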
# MT stabilize HCS Hoechst-high % – also measured in MT stabilize HCS; calls as there; % Hoechst-high responders; measured here: nuclear condensation Hoechst responders;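 share of cells brighter than vehicle mean plus two SD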
# MT stabilize HCS cytotoxicity % – recorded beside MT stabilize HCS, whose call it bears; toxicity, %; measured here: cytotoxicity by cell density;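 0% = mean cell density of plate MIN control wells and 100% = no cells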
# Autophagy HCS cell loss 18 h – also measured in Autophagy HCS; calls as there; toxicity, %; measured here: cell loss, nuclei count;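 cell loss after 18 h compound exposure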
# * marks the source's active call; other numbers are inactive results; i = inactive; ? = inconclusive; . = no result given.
1. O=S(=O)(c1ccc(-c2csc(Nc3ccc(F)cc3)n2)cc1)N1CCCC1
2. NC(=O)[C@@H]1CCOc2c(F)cc([N+](=O)[O-])cc2C(=O)N[C@@H](CO)C(=O)NCC(=O)N1
3. CCc1ccccc1NC(=O)CSc1nnc([C@@H](NC(=O)OC(C)(C)C)C(C)C)o1
4. CN1CCC(OC(=O)COc2ccccc2)CC1
5. C=CCn1c(CCC)nc2ccccc21
6. Fc1ccccc1-c1csc(=Nc2cccnc2)n1CCCn1ccnc1
7. CCCCCOc1ccc2oc(=O)c3c(c2c1)CCCN3C(=O)CN1CCCC(C(=O)OCC)C1 (stereo unspecified)
8. Cc1cccc(NC(=O)CNc2cc(C)ccc2C)c1
9. CCNS(=O)(=O)c1cc(OC)c(Cl)cc1OC
10. COc1cc2c(cc1NC(=S)Nc1ccccc1C)oc1ccccc12
screen / no.	1	2	3	4	5	6	7	8	9	10
Lipid droplet	4	-3	-10	.	5	-13	-43	.	-1	-1
Lipid droplet cells 6.5 µM	692	733	739	.	743	693	732	.	609	705
Ins promoter up	-0.16	0.17	0.28	-1.1	0.09	-0.33	-0.54	-1.3	1.8	1.4
Ins promoter up cell count	1303	1207	743	1510	1406	960	757	930	1234	951
ER stress rescue	-2.8%	-2.5%	-1.6%	2.3%	1.3%	0.5%	0.7%	2.1%	-0.7%	-1.2%
Dynein transport	-0.2	-0.2	0.58	1.4	1.3	0.19	-0.84	-0.93	0.29	-0.84
Dynein transport cytoplasmic EGFP	-0.17	-0.27	-0.37	0.67	-0.21	-0.2	-0.27	-0.071	-0.24	-0.26
Dynein transport nuclear GR-EGFP	0.059	0.37	0.29	1.2	1.3	0.15	-0.41	-0.53	0.22	-0.48
Dynein transport cell count	0.17	0.18	-0.19	-1.4	-0.81	0.053	0.54	0.79	0.035	0.45
MT stabilize HCS	4.1	2.9	2.7	3.1	3.5	1.5	0.7	3.7	3.1	1.3
MT stabilize HCS Hoechst-high %	2.4	2.1	2.9	1.6	2.6	1.4	1.2	1.7	2.0	1.6
MT stabilize HCS cytotoxicity %	5.9	5.0	5.0	5.3	7.6	1.5	1.0	7.3	9.5	8.3
T cell HTS	i	.	i	i	i	i	i	i	i	i
T cell HTS vesicle-bound %	36	.	20	60	2	43	52	31	51	33
Autophagy HCS	i	i	i	i	i	i	i	i	i	i
Autophagy HCS cell loss 18 h	5	0	-2	-2	40	20	-6	15	0	-9
bCat nuc transl	.	.	-5.8	-3.2	-0.4	-1.5	.	-3.8	-1.7	-0.2
bCat nuc transl cell count 5 µM	.	.	1196	1384	1475	1078	.	987	516	1198
Salmonella PhoP GFP	-5%	-5%	-2%	-2%	8%	4%	12%	9%	-1%	8%

11. CCOc1ccc(Br)cc1S(=O)(=O)Nc1nc(CN2CCOCC2)nc2sc(C)c(C)c12
12. COc1ccccc1Cc1nnnn1CC(=O)O
13. CSc1cccc(NC(=S)N(CCCN2CCC(C)CC2)Cc2cccs2)c1
14. O=C(NCc1ccc2c(c1)OCO2)c1ccc(CN2CCOCC2)cc1
15. CCOCC(=O)Nc1c(C(=O)Nc2ccc(OC)cc2OC)oc2ccccc12
16. CCOC(=O)c1c(C)c(C(=O)NCc2cccnc2)c(C)n1CC
17. O=C(Nc1cccc(C(F)(F)F)c1)c1cc(S(=O)(=O)N2CCCCC2)ccc1N1CCOCC1
18. CCc1ccc(CCN2C(=O)c3ccccc3C2=O)nc1
19. CCc1nccn1S(=O)(=O)c1cccc([N+](=O)[O-])c1
20. CCOc1cc(/C=C2/SC(=S)NC2=O)ccc1OC(=O)c1ccco1
screen / no.	11	12	13	14	15	16	17	18	19	20
Lipid droplet	.	4	7	-10	-7	-10	-10	9	-14	10
Lipid droplet cells 6.5 µM	.	611	686	623	675	685	741	713	594	638
Ins promoter up	1.3	.	-0.03	0.6	0.55	0.98	.	0.64	-0.02	-0.17
Ins promoter up cell count	1080	.	1165	1108	1994	1555	.	1363	1304	1231
ER stress rescue	-0.7%	-1.7%	-2.1%	.	-3.6%	-3.7%	6.7%	.	3.1%	-1.9%
Dynein transport	1.1	-0.2	-0.14	1.9	-3.4	1.2	0.057	0.37	0.94	0.61
Dynein transport cytoplasmic EGFP	-0.15	-0.24	-0.24	-0.26	1.4	-0.25	-0.14	-0.29	-0.17	-0.25
Dynein transport nuclear GR-EGFP	-0.61	0.0014	-0.066	1.9	-1.7	0.91	0.35	0.16	0.95	0.1
Dynein transport cell count	-0.3	0.34	0.063	-0.73	-4	0.98	-0.41	0.55	-1.6	-0.049
MT stabilize HCS	2.3	3.4	1.6	3.5	1.7	3.8	2.1	.	3.8	2.2
MT stabilize HCS Hoechst-high %	1.9	2.0	1.6	1.0	1.8	2.1	2.3	.	2.1	1.2
MT stabilize HCS cytotoxicity %	5.1	1.2	9.0	57	10.0	3.0	6.4	.	9.5	19
T cell HTS	i	i	i	i	i	i	i	i	i	i
T cell HTS vesicle-bound %	43	19	28	17	12	42	35	24	40	44
Autophagy HCS	i	i	i	i	i	i	i	.	i	i
Autophagy HCS cell loss 18 h	-6	-5	33	-2	-7	25	38	.	4	6
bCat nuc transl	-1.7	-4.4	-1.6	-0.3	-0.7	-0.9	-4.0	-2.2	1.5	0.2
bCat nuc transl cell count 5 µM	1364	1035	913	962	1000	976	581	1199	1097	1156
Salmonella PhoP GFP	-8%	-10%	-2%	-3%	7%	8%	0%	2%	2%	-10%

21. CCOC(=O)CNC(=O)CSc1nnc(Cn2c(=O)sc3ccccc32)n1-c1ccccc1C
22. O=C1C(Cl)=C(Nc2ccccc2)C(=O)c2ccccc21
23. O=C(c1ccc(F)cc1)C1CCN(C(=O)Nc2ccc(F)cc2)CC1
24. COc1cccc(-n2c(CN3CCN(c4ccccc4)CC3)nc3ccc([N+](=O)[O-])cc3c2=O)c1
25. O=C(N/N=C\c1ccc2c(c1)OCO2)c1ccc(Cn2cc(Br)c([N+](=O)[O-])n2)o1
26. O=C(COC(=O)c1cccc(S(=O)(=O)N2CCCC2)c1)NCc1ccccc1
27. CC#CC[N+](C)(CC#CC)CC(=O)c1ccccc1
28. CCN(C(=O)c1cc2ccccc2oc1=O)c1cccc(C)c1
29. CC(=O)NC(=S)Nc1ccc(N2CCOCC2)c(S(=O)(=O)Nc2cc(Cl)ccc2Cl)c1
30. CCN(CC)c1ncnc2c1[nH]c1ccccc12
screen / no.	21	22	23	24	25	26	27	28	29	30
Lipid droplet	.	-2	.	5	13	20	6	-24	1	-2
Lipid droplet cells 6.5 µM	.	637	.	691	722	789	673	752	658	795
Ins promoter up	0.54	?	-0.57	-0.47	.	0.16	-0.14	1.1	0.11	-0.72
Ins promoter up cell count	1386	.	1404	1184	.	1223	1136	895	1095	921
ER stress rescue	-0.6%	3.0%	-0.7%	-0.8%	-0.5%	-1.1%	-1.1%	-1.0%	1.1%	-0.1%
Dynein transport	0.61	-0.77	0.94	-0.23	-0.39	-0.19	-0.42	0.23	-0.45	-0.97
Dynein transport cytoplasmic EGFP	-0.23	-0.28	-0.22	-0.19	-0.31	-0.24	-0.29	-0.28	-0.34	-0.23
Dynein transport nuclear GR-EGFP	0.42	-0.75	-0.17	-0.31	-0.26	0.022	-0.39	0.015	0.5	-0.64
Dynein transport cell count	-0.065	0.71	-0.38	0.28	0.57	0.45	0.33	0.23	0.4	0.23
MT stabilize HCS	6.2	4.4	1.9	1.9	2.0	2.3	6.0	0.5	5.9	3.0
MT stabilize HCS Hoechst-high %	0.6	1.9	1.9	3.4	2.0	1.3	1.8	0.9	2.5	1.8
MT stabilize HCS cytotoxicity %	1.3	5.1	6.9	5.2	3.3	11	6.4	13	5.8	2.7
T cell HTS	i	i	i	i	i	i	i	i	i	i
T cell HTS vesicle-bound %	14	48	57	51	44	60	48	34	34	14
Autophagy HCS	i	i	i	i	i	i	i	i	i	i
Autophagy HCS cell loss 18 h	-16	-4	-1	-6	7	-8	-1	8	4	3
bCat nuc transl	-4.3	-3.4	-1.5	0.0	-0.6	2.1	-2.1	.	0.6	-2.2
bCat nuc transl cell count 5 µM	889	501	1340	919	1028	1123	1082	.	977	1195
Salmonella PhoP GFP	-6%	5%	-3%	-5%	-6%	-8%	6%	5%	-3%	4%

# Source: PubChem BioAssay (several laboratories)
